# Source: PubChem BioAssay
# GAA glycogen mod = qHTS Assay for Inhibitors and Activators of Human alpha-Glucosidase Cleavage of Glycogen; Potency, µM (titrated, usually from 76.4 µM), without a hit: at the top dose activity change, negative = inhibition, actives largely listed as inhibitors; 300,000 tested, 0.38% active; recombinant GAA, glycogen substrate, Amplex Red glucose oxidase fluorescence; AID 2100, 2009;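 also: 0% = full enzyme reaction and -100% = no-enzyme basal signal; the screen sought inhibitors and activators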
#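 Natural-substrate format: glycogen cleavage by 4 nM human enzyme, glucose read by Amplex Red coupling (Ex 573, Em 610 nm). Normalized to enzyme and no-enzyme controls.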
# GAA spleen mod = qHTS Assay for Inhibitors and Activators of Human alpha-Glucosidase From Spleen Homogenate. Lysosomal alpha-glucosidase (Homo sapiens), P10253. human spleen homogenate, 4-MU-alpha-glucoside fluorescence. Potency, µM (doses to about 79.9 µM), without a hit: top-dose activity change, negative = inhibition, most hits filed as inhibitors. 240,000 tested, 0.006% active. AID 2112, 2009;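 also: 0% = enzyme with vehicle and -100% = no enzyme basal signal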
#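 Compounds were titrated against alpha-glucosidase in spleen homogenate at pH 5.0, with 1 mM 4-methylumbelliferyl substrate for 40 min at 37 C. Reactions were quenched with pH 10 NaOH/glycine and fluorescence measured.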
# HTT aggregate = qHTS Multiplex Assay to Identify Dual Action Probes in a Cell Model of Huntington: Aggregate Formation (GFP); PC12 HttQ103-GFP aggregates, Acumen cytometry, 40 h; Potency, µM (top dose mostly 46.1 µM), inactives show at the top dose activity change, negative = inhibition, usual class: inhibitors; 220,000 tested, 1.1% active; also: % is scaled to controls: 0 for no effect and ±100 for the full control effect; nearly all actives have a fitted effect of over 60% in size
#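 PC12 cells stably carrying ecdysone-inducible HTT exon 1 Q103–GFP were induced with tebufenozide (100 nM final) and treated with library compounds in titration. GFP aggregates in lysates were counted by laser scanning cytometry.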
# IMPase Li inh = qHTS Assay for Identifying the Cell-Membrane Permeable IMPase Inhibitors: Potentiation with Lithium; CHO-M1 cells, IP1 TR-FRET (IP-One), carbachol + lithium; Potency, µM (doses to about 59.4 µM), for inactives: at the highest dose activity, negative = IMPase inhibition, most hits filed as inhibitors; 210,000 tested, 0.35% active;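 also: IP1 builds up when IMPase is blocked and the TR-FRET signal falls; plate controls were basal vehicle for no effect and high inhibitor control for full effect; nearly all actives have a fitted effect of over 50% in size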
#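 Lithium-sensitised IP1 accumulation assay; M1-expressing CHO cells treated 30 min at 37C with compound. Competitive antibody detection by time-resolved FRET followed a 10 min room-temperature lysis step.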
# GAA inhib = qHTS Assay for Inhibitors of Human alpha-Glucosidase as a Potential Chaperone Treatment of Pompe Disease; purified human GAA, 4-MU-alpha-glucoside fluorescence; Potency, µM (titrated, usually from 76.9 µM), without a hit: at the top dose activity change, negative = inhibition, most hits filed as inhibitors; 200,000 tested, 0.005% active; AID 1466, 2008;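 also: plate controls were uninhibited enzyme wells for no effect and no-enzyme background for full effect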
#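 Fluorescence at Ex 365/Em 440 nm from 4-methylumbelliferone reported enzyme activity after 20 min at room temperature. Reactions used 4 nM enzyme and 400 uM substrate at pH 5.0; curves fitted with the Hill equation.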
# HTT ATP protect = qHTS Multiplex Assay to Identify Dual Action Probes in a Cell Model of Huntington: Cytoprotection (ATP); PC12 HTT-Q103 induced, cytoprotection, ATP luminescence, 40 h; Potency, µM (series often up to 56.4 µM), without a hit: cytoprotection (ATP increase), usual class: activators; 230,000 tested, 0.14% active; AID 1471, 2008;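 also: % of control where 0% means no effect; nearly all actives have a fitted effect of over 45% in size; toxic huntingtin expression switched on by the ecdysone agonist tebufenozide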
#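 PC12 cells with ecdysone-inducible HTT exon 1 Q103-GFP, induced with 100 nM tebufenozide and co-treated with library compounds in a dose series (1536-well, 1500 cells/well). Cytoprotection read as ATP content by ATPlite luminescence.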
# RGS12 GoLoco inh = qHTS Assay for Inhibitors of RGS12 GoLoco Motif Activity (Red Fluorophore); Guanine nucleotide-binding protein G(i) subunit alpha-1 (Homo sapiens), P63096; Gai1:RGS12 GoLoco peptide FP, rhodamine, 10 min; Potency, µM (doses to about 61.6 µM), without a hit: at the highest dose activity, negative = inhibition, most hits filed as inhibitors; 230,000 tested, 0.44% active; AID 880, 2007; active = well fitted inhibition curve with a large enough effect, not every such curve was filed as active; inactive = no such curve, though single readings can be large or run the other way; also: % is scaled to controls: 0 for no effect and ±100 for the full control effect; nearly all actives have a fitted effect of over 30% in size; many of its hits are not listed in these tables
# Target sequence (P63096 whole entry, looked up): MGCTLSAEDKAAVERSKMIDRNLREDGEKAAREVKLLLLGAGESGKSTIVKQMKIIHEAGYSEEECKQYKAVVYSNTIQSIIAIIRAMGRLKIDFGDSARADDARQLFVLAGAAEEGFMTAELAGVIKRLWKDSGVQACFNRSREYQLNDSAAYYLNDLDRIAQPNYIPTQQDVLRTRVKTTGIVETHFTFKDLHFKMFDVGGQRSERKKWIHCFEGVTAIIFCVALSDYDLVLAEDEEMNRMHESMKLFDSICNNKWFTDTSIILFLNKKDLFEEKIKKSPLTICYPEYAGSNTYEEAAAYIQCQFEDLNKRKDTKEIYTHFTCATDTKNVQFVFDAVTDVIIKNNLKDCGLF
# Numbers without * were called inactive; u = inconclusive; x = no result given; & = joins results of further samples; [ ] = remark or other dose. Unless noted, calls follow the shape of the dose curve; as a rule, active = well fitted curve in the direction sought with a large enough effect; inconclusive = small, poorly fitted or top-dose-only effect, or another doubt; inactive = no such curve, though single readings can be large; an effect the other way counts as inactive or inconclusive. Potency is read from the fitted curve at half-maximal effect. Some of the compounds tested. The share of hits here may be higher or lower than overall.
Molecule,GAA glycogen mod,GAA spleen mod,HTT aggregate,IMPase Li inh,GAA inhib,HTT ATP protect,RGS12 GoLoco inh
CC1(C)CC(=O)N(c2ccccc2)C1(C)O (centres undefined),6%,-2%,-3%,-15%[38.3 µM],-16%,-10%,1%
Cc1[nH]n(-c2ccc(Cl)cc2)c(=O)c1C=Nc1ccc(S(=O)(=O)N2CCOCC2)cc1,-3%,-13%,7%,0%[38.3 µM],-9%,-32%,12%
CCCCO,x,-1%&-5%,0%,16%&19%,x,-2%&6%,-2%&7%
CC(=O)c1sc(-c2ccc(F)cc2F)nc1C,1%,-9%,6%[9.22 µM],x,x,12%[10 µM],11%
O=C(O)CCC1(c2ccccc2)NC(=O)NC1=O (centres undefined),2%,1%,3%[9.22 µM],x,x,24%[10 µM],-1%
CCOC(=O)N1CCC(NC(=O)C2CCCN(c3nc4ccccc4o3)C2)CC1 (centres undefined),6%,-9%,-6%,-6%[38.3 µM],-21%,-18%,-17%
Cc1ccc(-n2c(N)c(C(=O)N3CCCCC3)sc2=S)cc1,5%,-19%,-16%,8%[38.3 µM],3%,2%[10 µM],-8%
c1ccc(CN2CCOCCOCCOCCOCCOCCOCC2)cc1,12%,2%,-3%,-5%,1%,-18%,9%
Cc1ccc(/C(N)=N/OC(=O)C23CC4CC(CC(C4)C2)C3)cc1,-7%,-5%,-4%,27%[38.3 µM],2%,22%[10 µM],-9%
Cc1ccc2c(COC(=O)CC3Sc4ccccc4NC3=O)cc(=O)oc2c1C (centres undefined),13%,-4%,-1%,0%,6%,12%[10 µM],8%
O=C(O)/C=C/C(=O)Nc1ccc(C(=O)c2ccccc2)cc1,-10%,8%,6%[9.22 µM],13%,6%,12%[10 µM],13%
N#CC1=C(N)OC2=C(C(=O)CCC2)C12C(=O)N1CCCc3cccc2c31 (centres undefined),5%,-1%,13%,3%[38.3 µM],1%,-1%[10 µM],3%
Cc1ccc(C)c(OCc2nc(-c3cccnc3)no2)c1,-3%,13%,-15%,x,-4%,-14%,x
Clc1ccccc1-c1nnc2sc(-c3ccccn3)nn12,3%,-1%,-26%,9%,-5%,-13%[0.074 µM],11%
Cc1cc(C)c(S(C)(=O)=O)c(N(C)NC(=O)c2c(F)cccc2F)n1,-7%,-1%,6%,6%,-1%,3%[10 µM],2%
C#CC(=O)N(c1cc(OC)ccc1OC)C(C(=O)NC1CCCC1)c1cccs1 (centres undefined),3%,-6%,u,18%[38.3 µM],-8%,-96%[inhibitor],-14%
Cc1ccc(S(=O)(=O)/N=C(/NC(=S)Nc2ccccc2)c2ccccc2)cc1,4%,-5%,-1%,20%[38.3 µM],2%,-30%,14%
CC1(C)CC(CC(=O)O)(c2ccccc2)CCO1 (centres undefined),3%,-3%,-14%,-2%[38.3 µM],-10%,-12%,3%
O=C(CCCn1c(=S)[nH]c2ccccc2c1=O)N1CCCCC1,1%,-3%,14%,12%[38.3 µM],u,1%[10 µM],4%
CCCC(C)n1[nH]c(=O)c2c(C)cc(C)nc21 (centres undefined),-4%,3%,7%,9%,0%,1%[0.074 µM],12%

# Remaining list, next part:
Molecule,GAA glycogen mod,GAA spleen mod,HTT aggregate,IMPase Li inh,GAA inhib,HTT ATP protect,RGS12 GoLoco inh
Cc1ccc(NC(=O)CN(C)C(=O)CCOc2cccc(C)c2)cc1,2%,-4%,3%,x,3%,-14%[10 µM],x
CCCCCC(O)/C=C/C=C\CCCCCCCC(=O)O (centres undefined),x,1%,x,15%,x,4%,2%
O=C(O)CN1C(=O)Nc2ccc(Br)cc2C1c1ccccc1 (centres undefined),-1%,-6%,13%,3%[38.3 µM],3%,-11%[10 µM],0%
Cc1cc(C)nc(SCC(=O)N2CCCCC2)n1,-2%,2%,-9%,-8%[38.3 µM],-10%,-18%,-2%
CCCCC(=O)N(Cc1ccc(F)cc1)C1CCS(=O)(=O)C1 (centres undefined),3%,7%,-4%[9.22 µM],x,x,21%[10 µM],13%
CCOc1ccc(C(O)Cc2nc3ccccc3n2C)cc1 (centres undefined),-10%,0%,-9%,-5%,3%,16%[10 µM],-7%
COc1ccc(-c2cc(C(F)(F)F)nc(SCC(=O)Nc3cc(C)on3)n2)cc1,7%,-16%,3%,u,-4%,-4%,9%
O=C(CCCn1c(=S)[nH]c2ccsc2c1=O)Nc1ccc2c(c1)OCO2,-11%,-4%,1%,-1%,0%,8%,-8%
Nc1nc2c(c(=O)[nH]1)N(C=O)[C@H](CNc1ccc(C(=O)N[C@@H](CCC(=O)O)C(=O)O)cc1)CN2,x,6%[29.1 µM],14%[20.6 µM],-8%,x,5%[40.3 µM],17%[21.6 µM]
CO/N=C\Cc1oc(=O)c(NC(=O)c2ccccc2)cc1C(=O)OC,-1%,6%,-5%,5%[38.3 µM],-6%,-23%,36%[activator]
CN(C)S(=O)(=O)c1cccc(C(=O)NCC2CCCO2)c1 (centres undefined),x,-6%,14%,9%[38.3 µM],-7%,0%,-2%
CC(=O)c1c(C)[nH]c(C(=O)NC(C)c2ccccc2)c1C (centres undefined),-27%,-8%,-17%,1%,-4%,u,-3%
O=C(c1ccco1)N1CCC[C@@]2(CCN(c3ccccc3)C2)C1,x,0%,x,11%,x,u,5%
CN(C)c1ccc(C2N(C(=O)N3CCOCC3)CCN2S(=O)(=O)c2ccccc2)cc1 (centres undefined),2%,0%,9%,0%[38.3 µM],-7%,-17%,3%
CN1CCN(CCCCOc2ccccc2C=O)CC1,-4%,-3%,x,12%,12%,x,-5%
COc1ccc2cc3c(N)nn(C(=O)C4CCC(C(C)(C)C)CC4)c3nc2c1 (centres undefined),3%,0%,10µM*,-5%,1%,x,7%
Cc1cc(C)cc(NC(=O)CSc2nnc(-c3ccc(S(=O)(=O)N4CCCC4)cc3)o2)c1,-8%,-5%,-7%,28%[38.3 µM],-6%,-8%,2%
CC(C)(C)C(=O)c1no[n+]([O-])c1/C(=N/O)C(C)(C)C,-11%,-9%,-17%,0%[38.3 µM],-12%,19%[0.074 µM],7%
Nc1ncnc2c1ncn2[C@@H]1O[C@H](C(=O)NC2CC2)[C@@H](O)[C@H]1O,x,4%,x,0%,x,14%,2%
CC1(C)NC(=O)N(CC(=O)Nc2nc(-c3ccc(F)cc3)cs2)C1=O,-22%,1%,-5%,16%[38.3 µM],-3%,-19%,2%

# Additional structures
Molecule,GAA glycogen mod,GAA spleen mod,HTT aggregate,IMPase Li inh,GAA inhib,HTT ATP protect,RGS12 GoLoco inh
Cc1cc(C)n(C2CC(=O)N(c3ccc(Cl)c(Cl)c3)C2=O)n1 (centres undefined),7%,5%,-6%[9.22 µM],x,u,4%[10 µM],-21%
COc1cc(NC(=O)COc2ccc(Cl)cc2)ccc1NC(=O)C(C)C,-9%,0%,-15%[9.22 µM],x,x,-11%[10 µM],12%
O=C(CN1C(=O)NC2(CCCC2)C1=O)Nc1ccc(F)cc1,8%,13%,-9%,3%[38.3 µM],-4%,-2%,1%
O=C(CN1CCN(c2ccccc2O)CC1)Nc1ccc2c(c1)CCC2,u,-5%,21%,x,-2%,25%[10 µM],x
CC(C)Oc1ccc(C2CCC(=O)NC2=O)cc1 (centres undefined),10%,-5%,-11%,-3%,-2%,20%[1.9 µM],-13%
CC(=O)NC(Cc1c[nH]c2ccccc12)C(=O)N1CCc2ccccc2C1 (centres undefined),-6%,1%,0%,-14%[38.3 µM],2%[15.4 µM],18%[10 µM],-9%
COc1ccccc1OCCCn1cc(C#N)c2ccccc21,-24%,-4%,u,-4%[38.3 µM],-5%,-34%[inhibitor][10 µM],10%
Cc1noc2nc(-c3cccs3)cc(-c3nnc4n3CCCCC4)c12,8%,-4%,-5%,2%[38.3 µM],u,-12%,8%
COc1ccc(NS(=O)(=O)c2cc(NC(=O)c3ccc(=O)[nH]c3)ccc2N2CCOCC2)cc1,8%,-3%,15%,11%,0%,-9%[10 µM],54%[activator]
CCC(c1nnnn1C(C)(C)CC)N(CCCO)Cc1cc2cc(C)cc(C)c2[nH]c1=O (centres undefined),-12%,-3%,33%,-8%[38.3 µM],4%,-35%,0%
O=C(O)c1cc2c(cc1Cl)N1CCCCCC1=NS2(=O)=O,-1%,-15%,4%,2%,-2%,x,1%
COC(=O)C1CCN(C(=O)c2c(-c3ccccc3Cl)noc2C)CC1,4%,-26%,-17%,18%[38.3 µM],-12%,14%[1.9 µM],3%
COc1ccc(C(C(=O)NC2CCCC2)N(CCN2CCOCC2)C(=O)c2ccc(OC)c(OC)c2)cc1 (centres undefined),2%,-4%,-5%,24%[38.3 µM],-3%,2%,6%
C=CCNC(=O)/C(C#N)=C/c1ccccc1[N+](=O)[O-],1%,-2%,-14%,0%,1%,19%[10 µM],-9%
COc1ccc(N2C(=O)C(Cl)=C(N3CCCC(C)C3)C2=O)cc1 (centres undefined),-2%,-4%,1%,41%[activator][38.3 µM],1%,-30%,-2%
Cc1ccsc1C1C(C#N)=C(N)N(N(C)C)C2=C1C(=O)CCC2 (centres undefined),-27%,x,-1%,3%,-3%,-23%,14%
COc1cccc(OC)c1OCCNC[C@@H]1COc2ccccc2O1,x,-1%,x,17%,x,11%,4%
COC(=O)c1ccc(/C=N/Nc2nc(-c3ccc(Cl)cc3Cl)cs2)cc1,-8%,-11%,12%,-1%,8%,-17%,17%

# 3 records picked at random from the list so far:
Molecule,GAA glycogen mod,GAA spleen mod,HTT aggregate,IMPase Li inh,GAA inhib,HTT ATP protect,RGS12 GoLoco inh
COc1ccccc1OCCCn1cc(C#N)c2ccccc21,-24%,-4%,u,-4%[38.3 µM],-5%,-34%[inhibitor][10 µM],10%
COC(=O)C1CCN(C(=O)c2c(-c3ccccc3Cl)noc2C)CC1,4%,-26%,-17%,18%[38.3 µM],-12%,14%[1.9 µM],3%
CC(C)Oc1ccc(C2CCC(=O)NC2=O)cc1 (centres undefined),10%,-5%,-11%,-3%,-2%,20%[1.9 µM],-13%
